Cy5 interf NS3h: enhances or quenches Cy5 fluorescence in NS3h assay | 16,000 tested, 6% active | Cy5-dT15 DNA with NS3h, fluorescence interference; actives lie on both sides; signal over control mean, under 1 quenches | fluorescence interference ratio at 100 µM;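 active means compound fluorescence over control fluorescence at most 0.8, a quencher, or at least a set upper limit, an enhancer; inactive means ratio between 0.8 and the set upper limit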
HCV NS3h FP: hepatitis C NS3 helicase inhibition, primary screen. NS3h Cy5-dT15 DNA binding, fluorescence polarization. inhibition, % at 100 µM. 16,000 tested, 1.6% active. AID 687043;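 active means inhibition above the average over every tested compound plus 3 SD, cut at about 40% in these data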
Active calls of the source: *.

What do the screens show for `O=C(Nc1ccc(SC(F)F)cc1)/C(=C/c1ccc(Cl)cc1)NC(=O)c1ccccc1`?
Cy5 interf NS3h: 1; HCV NS3h FP: 7

Results for O=C(CSc1nc2ccccc2[nH]1)c1ccc(-c2ccccc2)cc1 ?
Cy5 interf NS3h: 1; HCV NS3h FP: 12

What do the screens show for `Cc1cccn2c(=O)c(/C=C3\SC(=S)N(C(C)c4ccccc4)C3=O)c(NCCc3ccccc3)nc12` (stereo not given)?
Cy5 interf NS3h: 0.99; HCV NS3h FP: 12

Results for O=C(Nc1ccccc1C(=O)NCCCO)c1ccccc1 ?
Cy5 interf NS3h: 1.1; HCV NS3h FP: 5

Results for CCC(C(=O)N1CCc2ccccc21)c1ccccc1 (stereo not given) ?
Cy5 interf NS3h: 1; HCV NS3h FP: 12

Results for CC(=O)Nc1ccc2nn(-c3ccc(F)cc3)nc2c1 ?
Cy5 interf NS3h: 1.1; HCV NS3h FP: 0

How did O=C(O)c1cc2n(n1)C(C(F)(F)F)CC(c1ccc3c(c1)OCO3)N2 (stereo not given) do in these assays?
Cy5 interf NS3h: 1; HCV NS3h FP: 3

What do the screens show for `CCOP(=O)(OCC)C(Nc1ccccc1)c1cccc([N+](=O)[O-])c1` (stereo not given)?
Cy5 interf NS3h: 0.92; HCV NS3h FP: -7

How did COc1ccc(C2CC(C(F)(F)F)n3nc(C(=O)Nc4cccc(C(C)O)c4)cc3N2)cc1 (stereo not given) do in these assays?
Cy5 interf NS3h: 0.97; HCV NS3h FP: 12

How did Cc1cc([N+](=O)[O-])ccc1NC(=S)NC(=O)/C=C/c1ccccc1 do in these assays?
Cy5 interf NS3h: 1; HCV NS3h FP: -4

How did O=C(COc1ccccc1[N+](=O)[O-])Nc1ccc(N2CCOCC2)cc1 do in these assays?
Cy5 interf NS3h: 0.96; HCV NS3h FP: 24

What do the screens show for `COc1cccc(/C=N\N2CCN(Cc3ccccc3Cl)CC2)c1`?
Cy5 interf NS3h: 0.91; HCV NS3h FP: 19

What do the screens show for `CCCC(=O)NS(=O)(=O)c1ccc(NS(C)(=O)=O)cc1`?
Cy5 interf NS3h: 1.1; HCV NS3h FP: 4

Results for COc1ccc(Br)cc1C(=O)Nc1cccc(-c2nc3ccccc3[nH]2)c1 ?
Cy5 interf NS3h: 0.98; HCV NS3h FP: 7

How did Cc1ccc(NC(=S)N/N=C2/CC(=O)CC(C)(C)C2)cc1 do in these assays?
Cy5 interf NS3h: 0.93; HCV NS3h FP: 3

Results for CCOc1ccccc1NC(=O)c1c(NC(=O)c2ccc(C)cc2)sc2c1CCCC2 ?
Cy5 interf NS3h: 1.1; HCV NS3h FP: 9

What do the screens show for `O=C(c1cccc(Cl)c1Cl)N1CCN(c2ccc([N+](=O)[O-])cc2)CC1`?
Cy5 interf NS3h: 0.91; HCV NS3h FP: 28

Results for CC(C)(C)N1C(=O)NC(=O)C(=Cc2ccc([N+](=O)[O-])s2)C1=O ?
Cy5 interf NS3h: 0.88; HCV NS3h FP: 40

How did Cc1ccc(S(=O)(=O)N(CC(C)C)CC(C)C)cc1 do in these assays?
Cy5 interf NS3h: 0.94; HCV NS3h FP: 5

Results for COc1ccc2nc(C)c(CC=C(Cl)Cl)c(Cl)c2c1 ?
Cy5 interf NS3h: 1.1; HCV NS3h FP: 1

How did Cc1cccc(C(=O)NCc2ccncc2)c1 do in these assays?
Cy5 interf NS3h: 1; HCV NS3h FP: 3

How did Cc1ccc(-c2ccc(/C=C3/SC(=S)NC3=O)o2)cc1Cl do in these assays?
Cy5 interf NS3h: 0.77*; HCV NS3h FP: 6

Results for O=C1NC(=S)N(c2ccc(Cl)cc2)C(=O)/C1=C/c1ccc(N2CCOCC2)o1 ?
Cy5 interf NS3h: 0.98; HCV NS3h FP: -1

How did Cc1ccn2c(NC(=O)/C=C/c3ccccc3)c(-c3ccccc3)nc2c1 do in these assays?
Cy5 interf NS3h: 0.88; HCV NS3h FP: 22

Results for CC(C)COc1ccc(C(=O)Nc2cccc3ccccc23)cc1 ?
Cy5 interf NS3h: 1.1; HCV NS3h FP: 23

What do the screens show for `COC(=O)c1c(C(F)(F)F)cc(-c2ccccc2)nc1C`?
Cy5 interf NS3h: 0.92; HCV NS3h FP: 12

Results for Cc1cc(C)cc(-n2c(C)cc(/C=C3\NC(=O)NC3=O)c2C)c1 ?
Cy5 interf NS3h: 0.98; HCV NS3h FP: -12

Results for CSc1ccc(C2Nc3ccccc3NC3=C2C(=O)CC(c2ccccc2)C3)cc1 (stereo not given) ?
Cy5 interf NS3h: 0.92; HCV NS3h FP: 28

What do the screens show for `N#Cc1c(NC(=O)CCN2C(=O)c3ccccc3C2=O)sc2c1CCCC2`?
Cy5 interf NS3h: 0.95; HCV NS3h FP: 13

What do the screens show for `O=C(O)c1cc2nc(-c3ccc4c(c3)OCO4)cc(C(F)(F)F)n2n1`?
Cy5 interf NS3h: 0.92; HCV NS3h FP: 12

Results for CCP(=O)(CC)c1ccccc1CO ?
Cy5 interf NS3h: 1.1; HCV NS3h FP: 2

How did CCOc1c(C)cc2[nH]c(=S)[nH]c2c1C do in these assays?
Cy5 interf NS3h: 1; HCV NS3h FP: 16

Results for O=C(/C=C/c1ccccc1)CC(=O)C(Cl)(Cl)Cl ?
Cy5 interf NS3h: 1; HCV NS3h FP: 1

What do the screens show for `COc1ccc(Cl)cc1NC(=O)CN1C(=O)c2ccccc2C1=O`?
Cy5 interf NS3h: 1; HCV NS3h FP: 8

How did COC(=O)c1cc(NS(=O)(=O)c2c(C)cc(C)cc2C)cc(C(=O)OC)c1 do in these assays?
Cy5 interf NS3h: 1; HCV NS3h FP: 12

How did Cc1cccc(CC2SC(=Nc3ccccc3)NC2=O)c1 (stereo not given) do in these assays?
Cy5 interf NS3h: 0.96; HCV NS3h FP: 10

How did N#C/C(=C\c1ccc(O)cc1)C(=O)NCC1CCCO1 (stereo not given) do in these assays?
Cy5 interf NS3h: 1.1; HCV NS3h FP: 4

How did O=C(Nc1ccc2c(c1)OCO2)c1ccc2c(c1)C(=O)N(CC1CCCO1)C2=O (stereo not given) do in these assays?
Cy5 interf NS3h: 0.94; HCV NS3h FP: 23

How did Cc1c(NC(=O)/C=C/c2cn(-c3ccccc3)nc2-c2ccccc2)c(=O)n(-c2ccccc2)n1C do in these assays?
Cy5 interf NS3h: 0.88; HCV NS3h FP: 20

How did Cc1ccc2c(c1)NC(c1ccc(F)cc1)C1=C(CC(C)(C)CC1=O)N2 (stereo not given) do in these assays?
Cy5 interf NS3h: 1.1; HCV NS3h FP: -1

What do the screens show for `O=C(Nc1cccc(Cl)c1Cl)C1CN(S(=O)(=O)c2ccccc2)CCN1S(=O)(=O)c1ccccc1` (stereo not given)?
Cy5 interf NS3h: 0.99; HCV NS3h FP: 8

What do the screens show for `CCOC(=O)CC(=O)Nc1ccccc1C(=O)OCC`?
Cy5 interf NS3h: 1.2; HCV NS3h FP: 0

Results for CCOC(=O)N1N=C(c2cccc([N+](=O)[O-])c2)CC1(O)C(F)(F)F (stereo not given) ?
Cy5 interf NS3h: 1; HCV NS3h FP: 5

What do the screens show for `CCOC(=O)c1cc2ccc(O)cc2oc1=O`?
Cy5 interf NS3h: 0.94; HCV NS3h FP: 4

What do the screens show for `CCc1ccc(OCC(=O)Nc2cc(Cl)cc(Cl)c2)cc1`?
Cy5 interf NS3h: 1.1; HCV NS3h FP: 13

Results for CC(=O)O/N=C1/Sc2ccccc2C1=O ?
Cy5 interf NS3h: 1; HCV NS3h FP: 20

What do the screens show for `CC(C)CC(=O)NC(NC(=S)Nc1cccc(Cl)c1)C(Cl)(Cl)Cl` (stereo not given)?
Cy5 interf NS3h: 1; HCV NS3h FP: 3

How did CN1C(N)=NC(=O)C12COC(c1cccnc1)OC2 (stereo not given) do in these assays?
Cy5 interf NS3h: 1.1; HCV NS3h FP: -2

Results for O=C(Nc1c(F)cc(F)cc1Br)c1nc2nc(-c3ccccc3)cc(C(F)(F)F)n2n1 ?
Cy5 interf NS3h: 0.71*; HCV NS3h FP: 13

What do the screens show for `CCOP(=O)(OCC)C(NC(=O)c1ccco1)C(=O)c1ccc(C)cc1` (stereo not given)?
Cy5 interf NS3h: 0.95; HCV NS3h FP: -1

What do the screens show for `Cc1ccnc(NC(=S)NC(=O)c2ccco2)c1`?
Cy5 interf NS3h: 1.1; HCV NS3h FP: 8

Results for COc1c(Cl)cc(C(=O)Nc2ccc(Cl)c(-c3nc4ccccc4o3)c2)cc1Cl ?
Cy5 interf NS3h: 1; HCV NS3h FP: 9

What do the screens show for `CCOC(=O)c1c(NC(=O)c2cc3n(n2)C(C(F)(F)F)CC(c2ccco2)N3)sc(C)c1C` (stereo not given)?
Cy5 interf NS3h: 0.75*; HCV NS3h FP: 6

What do the screens show for `CSc1ccc(C2Nc3ccccc3NC3=C2C(=O)CC(C)(C)C3)cc1` (stereo not given)?
Cy5 interf NS3h: 0.99; HCV NS3h FP: 8

How did Cc1ccc(S(=O)(=O)N(CCC#N)C2CCCCC2)c2nsnc12 do in these assays?
Cy5 interf NS3h: 1.1; HCV NS3h FP: 2

Results for Cc1cccc(/C=N\n2c(C)nnc2C)c1 ?
Cy5 interf NS3h: 1; HCV NS3h FP: 1

Results for O=C(Nc1ccccc1)C1CC(=O)N(c2ccc(Br)cc2)C1 (stereo not given) ?
Cy5 interf NS3h: 1.1; HCV NS3h FP: 10

Results for CC1CCN(c2c3c(c(C#N)c4nc5ccccc5n24)CCC3)CC1 ?
Cy5 interf NS3h: 0.97; HCV NS3h FP: -5

How did CCCOc1ccc(C(=O)Nc2ccc(-c3nc4ccccc4o3)c(O)c2)cc1 do in these assays?
Cy5 interf NS3h: 1; HCV NS3h FP: 6

How did CCCC(C)NS(=O)(=O)c1ccc(NC(C)=O)cc1 (stereo not given) do in these assays?
Cy5 interf NS3h: 0.98; HCV NS3h FP: 2

An excerpt from above in order of number of heavy atoms, low to high:
Results for Cc1cccc(/C=N\n2c(C)nnc2C)c1 ?
Cy5 interf NS3h: 1; HCV NS3h FP: 1

What do the screens show for `Cc1ccnc(NC(=S)NC(=O)c2ccco2)c1`?
Cy5 interf NS3h: 1.1; HCV NS3h FP: 8

How did CN1C(N)=NC(=O)C12COC(c1cccnc1)OC2 (stereo not given) do in these assays?
Cy5 interf NS3h: 1.1; HCV NS3h FP: -2

Results for O=C(Nc1ccccc1)C1CC(=O)N(c2ccc(Br)cc2)C1 (stereo not given) ?
Cy5 interf NS3h: 1.1; HCV NS3h FP: 10

What do the screens show for `CC(C)CC(=O)NC(NC(=S)Nc1cccc(Cl)c1)C(Cl)(Cl)Cl` (stereo not given)?
Cy5 interf NS3h: 1; HCV NS3h FP: 3

How did Cc1ccc(S(=O)(=O)N(CCC#N)C2CCCCC2)c2nsnc12 do in these assays?
Cy5 interf NS3h: 1.1; HCV NS3h FP: 2

Results for CC1CCN(c2c3c(c(C#N)c4nc5ccccc5n24)CCC3)CC1 ?
Cy5 interf NS3h: 0.97; HCV NS3h FP: -5

What do the screens show for `CSc1ccc(C2Nc3ccccc3NC3=C2C(=O)CC(C)(C)C3)cc1` (stereo not given)?
Cy5 interf NS3h: 0.99; HCV NS3h FP: 8

Results for COc1c(Cl)cc(C(=O)Nc2ccc(Cl)c(-c3nc4ccccc4o3)c2)cc1Cl ?
Cy5 interf NS3h: 1; HCV NS3h FP: 9

Results for O=C(Nc1c(F)cc(F)cc1Br)c1nc2nc(-c3ccccc3)cc(C(F)(F)F)n2n1 ?
Cy5 interf NS3h: 0.71*; HCV NS3h FP: 13

What do the screens show for `CCOC(=O)c1c(NC(=O)c2cc3n(n2)C(C(F)(F)F)CC(c2ccco2)N3)sc(C)c1C` (stereo not given)?
Cy5 interf NS3h: 0.75*; HCV NS3h FP: 6

The listing continues:
Results for CC1CN(S(=O)(=O)c2ccccc2[N+](=O)[O-])CC(C)O1 (stereo not given) ?
Cy5 interf NS3h: 0.95; HCV NS3h FP: -6

How did COCCNC(=O)C(=O)Nc1cccc2ccccc12 do in these assays?
Cy5 interf NS3h: 1.1; HCV NS3h FP: 1

How did CN(C)c1cccc(C(=O)Nc2cccc(Br)c2)c1 do in these assays?
Cy5 interf NS3h: 1.1; HCV NS3h FP: -1

Results for Cc1ccc(CNC(=O)C(=O)NCc2ccc3c(c2)OCO3)cc1 ?
Cy5 interf NS3h: 1; HCV NS3h FP: 12

What do the screens show for `O=C1CC(c2ccc(Cl)cc2)CC2=C1C(c1ccccc1C(F)(F)F)Nc1ccccc1N2` (stereo not given)?
Cy5 interf NS3h: 1.1; HCV NS3h FP: -8

How did Cc1cccc(NC(=O)C2C(c3ccccc3)C2(Cl)Cl)c1C (stereo not given) do in these assays?
Cy5 interf NS3h: 0.95; HCV NS3h FP: 6

What do the screens show for `COC(=O)c1cc(NC(=O)c2ccc(OC)cc2)cc(C(=O)OC)c1`?
Cy5 interf NS3h: 0.96; HCV NS3h FP: 2

What do the screens show for `COc1ccccc1NC(=O)CN(c1ccc(C)cc1)S(=O)(=O)c1ccc(SC)cc1`?
Cy5 interf NS3h: 0.69*; HCV NS3h FP: 20

How did COc1ccc(Nc2ncnc3ccc(C)cc23)cc1 do in these assays?
Cy5 interf NS3h: 1; HCV NS3h FP: 10

How did Cc1cccc(OCC(=O)Nc2ccc(OCc3ccccc3)cc2)c1C do in these assays?
Cy5 interf NS3h: 1.1; HCV NS3h FP: 11

How did COC(=O)c1cc(OC)cc([N+](=O)[O-])c1 do in these assays?
Cy5 interf NS3h: 1; HCV NS3h FP: 4

What do the screens show for `O=c1cc(-c2ccccc2)c2ccc(OCc3ccccc3F)cc2o1`?
Cy5 interf NS3h: 0.93; HCV NS3h FP: 22

How did Cc1ccc(OCC(=O)Nc2cc(C)cc(C)c2)cc1 do in these assays?
Cy5 interf NS3h: 1; HCV NS3h FP: 15

How did COc1ccc2nc(NC(=O)COc3ccccc3Cl)sc2c1 do in these assays?
Cy5 interf NS3h: 1; HCV NS3h FP: 0

What do the screens show for `CCCn1c2ccccc2c2nnc(SC(CC)C(=O)Nc3ccc(Cl)cn3)nc21` (stereo not given)?
Cy5 interf NS3h: 0.9; HCV NS3h FP: 15

How did COc1cccc(-n2c(O)c(C(c3ccccn3)c3c(O)n(-c4cccc(OC)c4)c(=O)[nH]c3=O)c(=O)[nH]c2=O)c1 do in these assays?
Cy5 interf NS3h: 0.93; HCV NS3h FP: 7
